CDK5 p35 inh = inhibitors of human CDK5/p35 kinase, primary screen, biochemical, single concentration; Cyclin-dependent kinase 5 (Homo sapiens) + Cyclin-dependent kinase 5 activator 1 (Homo …; Recombinant CDK5/p35, ADP-Glo luminescence, 60 min; inhibition, % at 10 µM; 330,000 tested, 0.01% active; AID 488839, 2010;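 active means highest replicate inhibition of at least 50% and at least 75% of replicates reaching 50%; inconclusive means only one of the two criteria met; inactive means both criteria failed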;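 further: plate controls were DMSO neutral control for no effect and GW8510 at 10 µM for full effect; many of its hits are not listed in these tables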
Target sequence (Q00535 whole entry, looked up): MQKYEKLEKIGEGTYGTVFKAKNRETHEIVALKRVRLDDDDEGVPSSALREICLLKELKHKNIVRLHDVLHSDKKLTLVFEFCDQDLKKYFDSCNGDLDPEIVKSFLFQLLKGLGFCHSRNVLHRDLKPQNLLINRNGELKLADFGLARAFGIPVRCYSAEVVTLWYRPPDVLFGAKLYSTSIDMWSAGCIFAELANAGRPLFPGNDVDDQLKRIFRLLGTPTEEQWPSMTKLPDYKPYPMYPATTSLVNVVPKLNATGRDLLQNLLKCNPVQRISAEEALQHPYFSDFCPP
Target sequence (Q15078 whole entry, looked up): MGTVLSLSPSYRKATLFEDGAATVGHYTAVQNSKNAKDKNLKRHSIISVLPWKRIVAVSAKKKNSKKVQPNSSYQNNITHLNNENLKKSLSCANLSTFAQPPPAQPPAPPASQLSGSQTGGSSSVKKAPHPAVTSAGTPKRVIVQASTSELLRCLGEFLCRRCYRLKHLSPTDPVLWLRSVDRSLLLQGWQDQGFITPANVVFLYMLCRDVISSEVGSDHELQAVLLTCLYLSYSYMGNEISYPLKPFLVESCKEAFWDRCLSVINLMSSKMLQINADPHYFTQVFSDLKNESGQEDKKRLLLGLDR
CAL PDZ FP-1 = untagged CAL PDZ binding inhibitors, primary screen, biochemical, fluorescence polarization, HTS. purified CAL PDZ, TMR-peptide fluorescence polarization, 1 h. inhibition, % at 24.9 µM. Golgi-associated PDZ and coiled-coil motif-containing protein (Homo sapiens), Q9HD26. AID 602252, 2012. 300,000 tested, 0.92% active;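 active means mean inhibition of at least 30% with at least half of replicates also reaching 30%; inconclusive means no clear call, values can overlap the other calls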;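 further: 0% = DMSO neutral control and 100% = excess unlabeled competitor peptide PRC23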
CAL PDZ FP-2 = CAL PDZ peptide-binding inhibitors, primary screen, biochemical, fluorescence polarization, Cer-tagged CAL PDZ, HTS; Golgi-associated PDZ and coiled-coil motif-containing protein (Homo sapiens), Q9HD26; purified CAL PDZ, TMR-peptide fluorescence polarization, 1 h; inhibition, % at 20 µM; 330,000 tested, 0.02% active; AID 504414, 2011;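 active means highest replicate inhibition of at least 40%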;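 further: plate controls were DMSO neutral control wells for no effect and unlabeled competitor peptide control wells for full effect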
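material = purified tagged CAL PDZ domain construct (CerCALP) | buffer or medium = sodium phosphate/NaCl buffer pH 7.4 with TCEP, IgG, Thesit | reagent = TMR-labelled reporter peptide T*-PRC34 bound in PDZ groove | incubation = 1 h room-temperature incubation prior to read | measured by = fluorescence polarization (mP) | evaluation = percent inhibition from loss of millipolarization | control set = unlabelled peptide and DMSO controls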
V-ATPase pH = regulators of yeast V-ATPase proton pumping, primary screen, pHLuorin cytosolic pH fluorescence | response, % at 10 µM | S. cerevisiae | 350,000 tested, 0.37% active; in the data active means response mostly above about 7.3%, no sharp cut-off; inactive means mostly below about 5.4%; further: actives read high; inactives centre near 0; some compounds called inactive have numbers as strong as hits
MITF TRPM1 HTS = activators of MITF-driven TRPM1 promoter reporter, primary screen, cell-based, SK-MEL-5, luciferase, single point. SK-MEL-5 TRPM1-promoter luciferase, 24 h; % of positive control, neutral wells = 0. activation, % at 12.5 µM. 300,000 tested, 0.75% active. AID 588334, 2011;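 active means mean activation of at least 80% with every replicate also reaching 80%; inconclusive means mean reaches 80% but some replicate falls short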;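 further: 0% = neutral control wells and 100% = parthenolide positive control wells; values of inactives mirror those of a sister screen read the other way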
dFosB activator = activators of delta FosB homodimer, primary screen, biochemical, fluorescence polarization, TAMRA-CDK5 oligo, single point; Protein FosB (Mus musculus), P13346; purified delta FosB; percent of positive-control signal above neutral wells; activation, % at 25 µM; 340,000 tested, 0.99% active; AID 493131, 2011;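 active means mean activation above about 17%, with every replicate also reaching it, limit read from the data, passing the limit was not always enough; inconclusive means only one of the two conditions met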;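 further: fluorescence polarization rise as delta FosB binds a TAMRA Cdk5 AP-1 oligo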
Target sequence (P13346 whole entry, looked up): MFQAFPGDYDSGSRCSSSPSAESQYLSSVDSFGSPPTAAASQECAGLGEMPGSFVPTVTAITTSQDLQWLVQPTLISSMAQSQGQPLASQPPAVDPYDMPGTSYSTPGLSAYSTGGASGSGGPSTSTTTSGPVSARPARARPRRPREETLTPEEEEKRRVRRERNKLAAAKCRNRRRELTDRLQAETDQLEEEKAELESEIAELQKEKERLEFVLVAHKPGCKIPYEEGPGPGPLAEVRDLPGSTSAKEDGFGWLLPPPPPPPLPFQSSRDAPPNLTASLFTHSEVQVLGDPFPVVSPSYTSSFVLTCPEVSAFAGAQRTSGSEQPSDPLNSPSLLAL
Rtt109 HAT inh = inhibitors of C. albicans Rtt109/Vps75 HAT, primary screen, biochemical, ThioGlo CoA-SH fluorescence, plate reader | Histone acetyltransferase RTT109 (Candida albicans (strain SC5314 / ATCC MYA-2876)), … | purified Rtt109/Vps75, 4 h | inhibition, % at 34.9 µM | 330,000 tested, 0.16% active;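 active means inhibition of at least 50% in every replicate; inconclusive means best replicate reaches 50% inhibition but some replicates fall short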
cardiac RTF act = cardiac RTF calcium sensitivity activators, primary screen, biochemical, IANBD-TnC fluorescence, EC20 calcium; Troponin I, cardiac muscle (Homo sapiens) + Troponin T, cardiac muscle (Homo sapiens) + …; IANBD-labeled TnC RTF fluorescence at EC20 calcium; 0% EC20 calcium, 100% full calcium; activation, % at 7.2 µM; 340,000 tested, 0.24% active; AID 493008, 2010;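 active means activation above the mean over all tested compounds plus 3 SD, cut at about 30% in these data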;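 further: rise in fluorescence read as greater calcium sensitivity of cardiac thin filaments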
Wnt act = Wnt/beta-catenin pathway activators, primary screen, cell-based, plate reader, single point. Wnt/beta-catenin reporter cell assay, activator. activation, % at 9.35 µM. 300,000 tested, 1.2% active. AID 743398, 2014; in the data active means activation above about 30%, passing the limit was not always enough; inconclusive means no clear call, values can overlap the other calls;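 further: 0% = neutral control wells and 100% = positive control wells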
Tat export inh = E. coli Tat export inhibitors, primary screen, MC4100, TorA-mCherry reporter, fluorescence, single point; inhibition, % at 10 µM; 340,000 tested, 0.036% active; AID 488895, 2010;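 active means mean replicate inhibition at least 50% and at least half of replicates individually reaching 50%; inconclusive means only one of the two criteria met; inactive means neither criterion met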;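 further: exported cargo escapes ClpAP degradation while cytoplasmic cargo is degraded and loses fluorescence; 0% = median of neutral control wells and 100% = median of NaSCN control wells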
* = called active by the depositor; ? = inconclusive; · = not tested or not shown.

Order of results: Wnt act | CDK5 p35 inh | V-ATPase pH | Rtt109 HAT inh | CAL PDZ FP-2 | CAL PDZ FP-1 | dFosB activator | Tat export inh | MITF TRPM1 HTS | cardiac RTF act
O=C(O)CCC(=O)N1CCN(c2ccc(C(=O)c3ccc(F)cc3)cc2)CC1
 : -1 | 0.6 | -7 | 2 | · | -3 | 0 | -1 | -3 | -5
O=C(Cc1cccc2ccccc12)NN1C(=O)CSC1=S
 : -4 | -2.9 | -2 | -1 | · | -6 | 0 | -10 | -2 | 0
CN(C)CCN(Cc1ccco1)S(=O)(=O)c1ccc(-c2ccc(=O)[nH]n2)s1
 : -2 | 0.2 | -1 | ? | -3.0 | -1 | -4 | 0 | 11 | 2
Cc1c(C)c2ccc(OS(C)(=O)=O)c(C)c2oc1=O
 : -1 | 0.3 | 3 | -4 | -1.5 | 0 | 7 | -4 | 12 | -7
O=C(COC(=O)c1cc(=O)c2ccccc2o1)NC1CCCC1
 : 0 | -2.1 | -2 | -6 | -0.1 | -4 | 1 | -7 | 5 | -2
CC(C)CCn1c(N2CCN(c3cccc(Cl)c3)CC2)nc2c1c(=O)[nH]c(=O)n2C
 : -3 | -0.7 | -2 | -1 | -2.9 | -4 | -6 | -12 | 4 | -5
Cc1ccc(S(=O)(=O)N2CCN(C(=O)c3ccccc3)CC2)c(C)c1NS(C)(=O)=O
 : -1 | -0.3 | -1 | 4 | -0.9 | · | -14 | 0 | 1 | 10
Cc1ccc(S(=O)(=O)/N=C2/NC(=O)/C(=C/c3cccnc3)S2)cc1
 : · | 0.1 | -1 | 9 | -2.1 | -4 | 4 | -6 | 6 | 0
CCOC(=O)CNC(=O)CSc1ncccc1-c1nc2ccccc2[nH]1
 : -2 | 1.0 | -1 | 0 | 0.6 | -2 | 0 | 9 | · | 0
CC(NC(=O)Nc1ccccc1)C(c1cccs1)N1CCOCC1 (stereo unspecified)
 : -1 | 0.1 | 1 | -6 | 0.8 | -1 | -2 | -1 | 4 | -2
Cc1nc(NC(=O)c2ccc(Br)s2)sc1C(=O)N(C)C
 : · | -4.3 | · | 17 | 0.0 | 2 | -7 | 1 | 46 | -3
O=C(/C=C/c1cccs1)N1CCN(c2ccc(O)cc2)CC1
 : 1 | 1.4 | 0 | 13 | 0.1 | 3 | -3 | 4 | -3 | -3
Fc1ccccc1Cn1cc(C(=S)N2CCOCC2)c2ccccc21
 : 4 | -0.9 | -3 | -4 | -0.3 | 1 | -6 | 1 | 8 | 3
Cc1cc(N2CCC(C)CC2)n2ncc(-c3ccccc3)c2n1
 : 0 | -0.4 | 12 | 3 | · | -3 | -15 | 14 | 12 | 2
CN(C)/C=C(/C(=O)c1ccc(Cl)cc1Cl)S(=O)(=O)c1ccc(Cl)cc1
 : 6 | -2.3 | 3 | 1 | -0.2 | -4 | -4 | -13 | · | -4
COc1ccc(CCNC(=O)COC(=O)c2cc(=O)[nH]c3ccccc23)cc1
 : -2 | 1.2 | 6 | -6 | 0.0 | -3 | 9 | 22 | -9 | 19
CC[C@@]12C(=O)N(c3ccc(C)cc3)C(=O)N1[C@H](c1ccc(OC)cc1)[C@@H]1C(=O)N(C(C)(C)C)C(=O)[C@@H]12
 : 0 | 1.9 | 0 | 6 | -1.4 | -7 | 2 | 5 | 10 | 6
COCCCN(C(=O)CCOc1ccccc1C)c1c(N)n(Cc2ccccc2)c(=O)[nH]c1=O
 : 0 | -0.8 | -2 | 24 | -1.8 | -4 | -10 | 5 | 1 | -4
N#Cc1c(Nc2ccccc2)sc(C(=O)C2CC2)c1N
 : -4 | -0.2 | -2 | · | -1.6 | 1 | 2 | 6 | 9 | -5
Cc1ccc(S(=O)(=O)N2CCN(C(=O)C(C)Cn3nc(C)c(C)c3C)CC2)cc1C (stereo unspecified)
 : 0 | 1.6 | -2 | 4 | -4.8 | 4 | -22 | 3 | 6 | 3
CCN(CC)CCNC(=S)NC(=O)c1cn(-c2ccccc2)nc1-c1ccc(OC)cc1
 : 0 | -0.7 | 1 | 3 | -2.8 | -2 | -24 | 1 | 10 | -1
O=C(Nc1ccc(Cl)cn1)c1ccc2c(Cl)c3c(nc2c1)CCC3
 : 1 | -3.8 | -3 | -18 | 0.2 | -3 | -4 | -2 | 0 | 1
CC(=O)Oc1ccc(-c2cc3ccccc3oc2=O)cc1
 : 28 | -0.4 | 0 | -10 | -0.8 | -2 | 0 | 2 | · | 3
COC(=O)c1ccc(Oc2nc3c(c(=O)n(C)c(=O)n3C)n2CCC(C)C)cc1
 : -3 | 0.6 | 2 | -18 | 0.6 | -9 | -4 | -3 | -9 | -1
Cc1ccc2c(c1)CC1(CN2C)C(=O)OC2(CCCCC2)OC1=O
 : · | -2.6 | 4 | 3 | 0.3 | 78* | -5 | -3 | · | 3
O=[N+]([O-])c1ccc(Oc2cccc(C(F)(F)F)c2)nc1
 : 4 | 0.0 | 2 | -2 | 0.2 | -5 | 1 | -10 | · | 2
CCOC(=O)/C=c1\s/c(=C\c2ccc(C)cc2)c(=O)n1CC(=O)NCc1ccco1
 : -1 | -0.9 | -1 | -4 | -2.3 | -4 | -9 | -3 | -2 | 5
NC(=O)c1cc2nc(-c3ccco3)cc(C(F)(F)F)n2n1
 : · | -2.4 | -6 | · | -3.0 | -2 | -7 | 2 | 0 | 7
CCCCC(NC(=O)c1ccccc1)C(=O)OCC(=O)N1c2ccccc2Sc2ccccc21 (stereo unspecified)
 : -4 | -7.4 | 1 | -4 | -4.7 | 1 | -6 | 2 | -6 | 0
NC(=O)COC(=O)c1cccc(S(=O)(=O)N2CCN(c3ccccc3)CC2)c1
 : -2 | 2.2 | 2 | 9 | -0.5 | -1 | -5 | 0 | -6 | 1
CCC/C=C(\CCC)C(NC(=O)Cc1ccccc1)c1ccc(C(=O)OC)cc1 (stereo unspecified)
 : · | -0.8 | -2 | -4 | -0.7 | 7 | -1 | -3 | 7 | 1
Cc1ccc(C(C)C)c(OCC(=O)NN=C2CCCCCCC2)c1
 : -6 | 0.4 | -3 | -12 | -1.7 | 1 | -3 | 7 | 12 | 15
CN(C)S(=O)(=O)c1ccc(NC(=O)COc2ncnc3sccc23)cc1
 : 1 | 0.7 | 2 | -3 | -1.6 | -13 | -6 | 17 | 2 | 5
Cc1ccc(O)c(C2=Nc3ccccc3N=C(c3ccco3)C2)c1
 : · | -0.8 | 1 | -10 | -1.2 | -2 | 0 | -3 | -22 | 3
COc1ccc(C(=O)Nc2ccc3c(c2)OCCO3)cc1S(=O)(=O)N1CCOCC1
 : 2 | -3.0 | 2 | -1 | -3.1 | -2 | -8 | 1 | -1 | 5
COc1ccc2occ(C(=O)c3ccc(N=C(C)N(C)C)cc3)c2c1
 : · | 1.7 | 0 | -15 | -0.8 | -3 | -24 | -1 | 52 | 3
COc1ccccc1N1C(=O)CC(N2CCN(c3ccc(F)cc3)CC2)C1=O (stereo unspecified)
 : 1 | 15 | 2 | 9 | 0.5 | -7 | -7 | -4 | · | -10
O=S(=O)(Nc1ccc2cn[nH]c2c1)c1cc(Br)ccc1Br
 : -4 | 1.1 | -3 | -2 | -0.7 | -3 | -7 | 13 | -8 | -3
O=C(NC1CCCCCC1)C1CC(=O)N(c2ccc(Cl)cc2)C1 (stereo unspecified)
 : -2 | 0.4 | 0 | -1 | -4.4 | -10 | -16 | 6 | 0 | -2
Cc1ccc(O)c(-c2cc(C(=O)NCc3ccncc3)[nH]n2)c1
 : -2 | 0.9 | -6 | 3 | -2.9 | 1 | 2 | 3 | · | 4
COc1cc(Br)c(CN2CCCN(C)CC2)cc1OC
 : -2 | 0.4 | 0 | 9 | 0.8 | -2 | 1 | -13 | · | -2
COc1ccc(OCC(=O)Nc2cc(OC)cc(OC)c2)cc1
 : -5 | -1.4 | 3 | 1 | -3.4 | -3 | -3 | -3 | -2 | -1
COc1cc(/C=C(\C#N)C(N)=O)ccc1OCc1c(C)no[n+]1[O-]
 : -4 | -0.5 | -2 | -12 | 0.9 | -8 | 4 | -2 | 4 | 0
CCOc1cc(/C=N/n2c(COc3ccccc3)n[nH]c2=S)ccc1O
 : 1 | 2.9 | -3 | 2 | -0.1 | -1 | 6 | 7 | 0 | 1
O=C(NCc1nnc2c3ccccc3c(-c3ccccc3)nn12)c1ccccc1Cl
 : -9 | 1.0 | 2 | 9 | -3.1 | -7 | -4 | -3 | -6 | 1
CCOc1ccc(S(=O)(=O)N2CCC(C(=O)NCCc3ccc(OC)c(OC)c3)CC2)cc1
 : 3 | 1.2 | 2 | 2 | -1.9 | 13 | -2 | 0 | -1 | 2
COc1ccccc1-c1nc2n(n1)C(c1ccc(Cl)cc1)C(C(N)=O)=C(C)N2 (stereo unspecified)
 : · | -5.1 | -2 | -17 | 0.3 | 4 | -15 | -1 | -9 | -3
Cc1ccc(/C=N/NC(=S)NC(C)C)o1
 : -2 | 2.6 | 0 | 3 | 0.2 | 5 | 2 | -5 | 11 | -1
Cc1ccc(-c2ccc3nnc(SCC(=O)NCC4CCCO4)n3n2)cc1 (stereo unspecified)
 : 4 | 0.4 | 3 | 0 | -2.9 | -4 | -8 | 24 | -9 | -5
O=C(c1cc(-c2cccs2)on1)N1CCc2ccccc2C1
 : · | 1.3 | 3 | -2 | -2.7 | · | -19 | 9 | 15 | -1
O=C(c1ccc2c(c1)CCN2S(=O)(=O)c1ccccc1)N1CCN(c2ccc(F)cc2)CC1
 : -1 | -1.6 | 14* | -4 | 1.0 | 3 | -14 | 6 | 3 | -3
CC(C)(C)NC(=O)C(c1ccccn1)N(C(=O)C1CSC(=O)C1)c1ccc(F)cc1 (stereo unspecified)
 : -1 | 0.6 | 2 | 0 | · | -4 | -3 | 12 | · | 5
CCCc1nnc(NC(=O)CCC(=O)N2CCN(Cc3cc(Cl)ccc3OC)CC2)s1
 : 1 | 1.1 | 6 | 8 | 0.2 | -2 | -6 | 6 | 5 | -2
Cn1c(=O)oc2cc(S(=O)(=O)NCCC(=O)NCCc3ccccc3)ccc21
 : -3 | 1.9 | 4 | 0 | -4.7 | · | -9 | 0 | 6 | -2
O=C(/C=C/c1ccccc1Cl)NC1CCCCC1
 : 9 | 1.1 | 2 | 10 | -1.4 | 1 | -5 | 6 | · | 7

Bioassay records as filed in PubChem BioAssay.
